MLL CXXC-DNA inh: MLL CXXC-DNA interaction inhibition; Q03164; MLL-CXXC / FITC-HOXA9 DNA fluorescence polarization; Potency, µM (doses to about 115 µM), for inactives: top-dose activity change, negative = inhibition, actives largely listed as inhibitors; 290,000 tested, 0.037% active; active means well fitted inhibition curve with a large enough effect in the polarisation, with a control signal flat, not every such curve was filed as active; inconclusive means small, poorly fitted or top-dose-only effect, or effect the other way, or a change in a side signal; inactive means no such curve, though single readings can be large or run the other way; the % refers to the polarisation; further: potency means the concentration at half of the fitted maximal effect
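Fluorescence polarization: 7 uM MLL-CXXC (stock) preincubated 5 min with compounds, then 50 nM fluorescein-HOX-A9 DNA (stock) added; 30 min ambient. Buffer 50 mM Tris-HCl pH 7.5, 50 mM NaCl, 1 mM DTT, 0.05% BSA.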
GALK inh: galactokinase (human) inhibition. P51570. Purified GALK, Kinase-Glo residual ATP luminescence. Potency, µM (series often up to 57.5 µM), without a hit: top-dose activity change, negative = inhibition, actives largely listed as inhibitors. 270,000 tested, 0.007% active. AID 1868; further: potency means the concentration at half of the fitted maximal effect; on the % scale 0 is the no-effect control and ±100 the full control effect
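Kinase-Glo Plus luminescence measured ATP left after a 1 h room-temperature reaction. The reaction used 5 nM GALK, 100 uM galactose and 35 uM ATP at pH 8.0 (20 mM HEPES, 5 mM MgCl2, 60 mM NaCl, 1 mM DTT, 0.01% BSA).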
KCNH2 WT inh: inhibitors of human wildtype KCNH2 potassium channel | activity change, % at 1.84 µM | Q12809 | AID 720551 | U2OS, BacMam KCNH2, thallium flux FluxOr; hits give low values | 340,000 tested, 0.37% active;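 active means maximum activity change below -70%; inconclusive means maximum activity change between -70% and -50%; inactive means maximum activity change above -50%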; further: on the % scale 0 is the no-effect control and ±100 the full control effect
Target sequence (Q12809 whole entry, looked up): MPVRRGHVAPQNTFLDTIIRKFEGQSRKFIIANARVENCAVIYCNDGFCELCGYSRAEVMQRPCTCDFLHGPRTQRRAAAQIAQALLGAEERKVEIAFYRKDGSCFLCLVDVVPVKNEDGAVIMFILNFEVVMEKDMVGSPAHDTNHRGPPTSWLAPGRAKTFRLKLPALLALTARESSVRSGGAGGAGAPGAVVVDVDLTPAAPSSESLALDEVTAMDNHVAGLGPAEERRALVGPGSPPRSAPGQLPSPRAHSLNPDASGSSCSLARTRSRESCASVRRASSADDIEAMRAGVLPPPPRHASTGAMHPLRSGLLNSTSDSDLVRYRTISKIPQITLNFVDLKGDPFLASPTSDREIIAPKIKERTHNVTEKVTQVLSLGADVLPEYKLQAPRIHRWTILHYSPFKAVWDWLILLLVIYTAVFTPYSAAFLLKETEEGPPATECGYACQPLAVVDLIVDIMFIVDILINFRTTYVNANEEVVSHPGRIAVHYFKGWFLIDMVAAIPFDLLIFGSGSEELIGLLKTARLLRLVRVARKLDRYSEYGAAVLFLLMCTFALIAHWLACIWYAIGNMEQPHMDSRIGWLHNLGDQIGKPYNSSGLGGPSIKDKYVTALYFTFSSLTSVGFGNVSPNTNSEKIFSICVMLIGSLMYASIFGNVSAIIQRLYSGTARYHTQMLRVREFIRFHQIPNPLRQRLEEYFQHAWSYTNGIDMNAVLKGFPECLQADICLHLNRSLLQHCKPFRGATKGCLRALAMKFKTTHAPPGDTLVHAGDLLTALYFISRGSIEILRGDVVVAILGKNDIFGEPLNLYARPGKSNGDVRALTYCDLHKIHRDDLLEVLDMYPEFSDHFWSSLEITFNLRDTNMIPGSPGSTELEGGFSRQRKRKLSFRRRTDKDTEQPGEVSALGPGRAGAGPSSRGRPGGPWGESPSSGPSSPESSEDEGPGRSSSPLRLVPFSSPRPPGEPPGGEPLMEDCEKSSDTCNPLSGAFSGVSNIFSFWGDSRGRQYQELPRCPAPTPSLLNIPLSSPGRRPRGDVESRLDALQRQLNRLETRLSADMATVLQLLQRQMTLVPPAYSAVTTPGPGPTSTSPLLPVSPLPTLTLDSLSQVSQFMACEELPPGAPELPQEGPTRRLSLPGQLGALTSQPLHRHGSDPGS
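U2OS cells were transduced with wild-type KCNH2 virus (2.03 x 10^8 / mL) for 4 h at room temperature, then cultured overnight at 37 C. Thallium flux was read with FluxOr dye. Rate constants were normalized to DMSO controls.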
ASM inhibitor: blocks human secretory acid sphingomyelinase | Potency, µM (doses to about 57.5 µM), for inactives: top-dose activity change, negative = inhibition, usual class: inhibitors | AID 504937 | P17405 | 340,000 tested, 0.006% active | placental ASM, HMU-PC fluorogenic substrate, 60 min; further: potency means the concentration at half of the fitted maximal effect
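Fluorescence read-out (Ex 386 nm, Em 447 nm) after stopping the reaction at pH 10. Enzyme: ASM from human placenta; substrate HMU-PC0, 9 uM final; 60 min, 37 °C. Compound preincubation 10 min, ambient temperature.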
AT treatment: candidate therapy for ataxia-telangiectasia; Potency, µM (titrated, usually from 57.5 µM), without a hit: at the top dose activation, usual class: activators; AID 485349; […] A-T fibroblasts, KAP-1 phosphorylation AlphaLISA; neocarzinostatin DNA damage 30 min before lysis; 320,000 tested, 0.19% active; further: potency means the concentration at half of the fitted maximal effect; % of control where 0% means no effect; nearly all actives have a fitted effect of over 45% in size
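hTERT-immortalized A-T patient fibroblasts ([…]), 500 cells/well in OPTI-MEM, 1% FBS, got compounds for 60 min, then NCS for 30 min at 37C. Lysates were then assayed for phospho-KAP-1 by AlphaLISA (anti-pKAP1 donor, anti-KAP1 acceptor beads), 6 hr at 25C.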
FBPA coupling cs: inhibits coupling enzyme system, counter-screen for aldolase hits. activity change, negative = inhibition, % at 58.2 µM, hits read low. AID 2472. coupling enzyme system counterscreen, AmpLite Red fluorescence. 290,000 tested, 0.67% active; in the data active means activity change below about -30%; further: on the % scale 0 is the no-effect control and ±100 the full control effect
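Counterscreen lacking aldolase: glyceraldehyde-3-phosphate coupling-enzyme reagent preincubated 10 min at RT with compound (at 57.5 uM final), then substrate/coupling system with AmpLite Red added; fluorescence read at 525/598 nm after 20 min RT.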
a7 integrin act: integrin-mediated muscular dystrophy alleviation activation | alpha7betagal myoblasts, beta-gal FDG fluorescence, 48 h | Potency, µM (top dose mostly 38.3 µM), without a hit: top-dose activation, most hits filed as activators | 350,000 tested, 0.064% active | AID 624291;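 further: potency means the concentration at half of the fitted maximal effect; 100% = response of the positive control SU9516; nearly all actives have a fitted effect of over 60% in size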
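alpha7betagal+/- myoblasts (passage 13, 250/well) treated 48 h at 37C with compounds at 1:260 dilution of DMSO stock. Lysed, then beta-galactosidase activity read as FDG fluorescence (ex 480/em 540) after 30 min, with pre-read for autofluorescence.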
MBNL1 CUG block: MBNL1-poly(CUG) RNA binding inhibition; Q9NR56; TR-FRET MBNL1-His/biotin-(CUG)12 binding, 665/545 ratio; Potency, µM (highest dose often 57.5 µM), inactives show top-dose activity change, negative = inhibition, usual class: inhibitors; 280,000 tested, 0.036% active; AID 2675; active means well fitted inhibition curve with a large enough effect in the signal ratio, with a control signal flat, not every such curve was filed as active; inconclusive means small, poorly fitted or top-dose-only effect, or effect the other way, or a change in a side signal; inactive means no such curve, though single readings can be large or run the other way; the % refers to the signal ratio; further: potency means the concentration at half of the fitted maximal effect; on the % scale 0 is the no-effect control and ±100 the full control effect
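Compound titration spanned 92 nM–58 uM against the MBNL1-His/biotin-(CUG)12 complex. After 60 min at room temperature with 5 nM streptavidin-XL665 and 0.055 ng/ul terbium anti-His, ratiometric 665/545 nm emission (Ex 340 nm) normalized to controls.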
KCNH2 3.1 inh: blocks the human KCNH2 3.1 channel isoform; U2OS KCNH2 3.1, thallium flux FluxOr; hits give low values; activity change, % (tested at about 1.8 µM); 340,000 tested, 0.95% active; AID 720553;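 active means maximum activity change below -70%; inconclusive means maximum activity change from -70% to -50%; inactive means maximum activity change above -50%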;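 further: thallium influx rate constant from kinetic fluorescence after stimulation buffer; on the % scale 0 is the no-effect control and ±100 the full control effect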
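Kinetic fluorescence (2 min after stimulation buffer) measures Tl+ influx through KCNH2 3.1 expressed by viral transduction in U2OS cells; the rate constant is normalized against DMSO controls serving as positive and negative references.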
TRPV1 agonist: activates the human vanilloid receptor TRPV1. TRPV1-expressing cells, Fluo-8 calcium influx, agonist mode. activation, % at 8.33 µM. Q8NER1. 320,000 tested, 0.19% active; in the data active means activation above about 80%; inconclusive means between about 30% and that limit; further: 0% is about no effect
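Cells expressing TRPV1 were dye-loaded with Fluo-8 and read kinetically: 10 s baseline, 3 min after compound (agonist portion), then 2 min after EC20 capsaicin (allosteric enhancer portion). Calcium-bound dye fluorescence at 480/520 nm.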
* hit, by the source's call; ? = inconclusive; · = not tested or not shown; [ ] = remark or other dose. Unless noted, the call rests on the fitted dose curve; in most records, active means well fitted curve in the direction sought with a large enough effect; inconclusive means small, poorly fitted or top-dose-only effect, or another doubt; inactive means no such curve, though single readings can be large; an effect the other way counts as inactive or inconclusive.

The first three entries as a preview:
SMILES	MLL CXXC-DNA inh	GALK inh	KCNH2 WT inh	ASM inhibitor	AT treatment	FBPA coupling cs	a7 integrin act	MBNL1 CUG block	KCNH2 3.1 inh	TRPV1 agonist
CCc1ccc(NC(=O)c2cc(C)on2)cc1	-11%	-1%	34	8%	6%	-2	12%	5%	-3	?
O=C(Nc1nnc(-c2ccncc2)o1)c1ccccc1F	-2%	0%	7	-5%	6%	4	0%	4%	3	1
CC(=O)c1ccc(NC(=O)NC2CCCc3ccccc32)cc1 (stereo not drawn)	?	-3%	-21	0%	10%	-3	?	2%	21	?

Results, previewed entries included:
SMILES	MLL CXXC-DNA inh	GALK inh	KCNH2 WT inh	ASM inhibitor	AT treatment	FBPA coupling cs	a7 integrin act	MBNL1 CUG block	KCNH2 3.1 inh	TRPV1 agonist
CCc1ccc(NC(=O)c2cc(C)on2)cc1	-11%	-1%	34	8%	6%	-2	12%	5%	-3	?
O=C(Nc1nnc(-c2ccncc2)o1)c1ccccc1F	-2%	0%	7	-5%	6%	4	0%	4%	3	1
CC(=O)c1ccc(NC(=O)NC2CCCc3ccccc32)cc1 (stereo not drawn)	?	-3%	-21	0%	10%	-3	?	2%	21	?
COc1ccccc1N1CCN(C(=O)c2ccc(C(C)(C)C)cc2)CC1	5%	1%	5	-13%	1%	1	-51%[inhibitor]	-3%	-1	?
COc1ccccc1C(=O)NCCC(=O)NCC(c1ccccc1)N(C)C (stereo not drawn)	-25%	-8%	-9	2%	-8%	·	4%	?	19	-1
CCOC(=O)C1=C(c2cccc(Oc3ccccc3)c2)NC(=S)NC1C (stereo not drawn)	13%	0%	-5	-3%	11%	5	4%	0%	-5	5
O=C(CCC(=O)Nc1ccc(F)cc1)N/N=C/c1ccccc1	-4%	0%	3	0%	-4%	-14	-18%	0%	3	0
C=CCSC1=N/C(=C\c2ccsc2)C(=O)S1	-3%	1%	-1	-6%	0%	3	3%	10%	-19	-2
COc1ccc(-c2nnnn2C)cc1S(=O)(=O)NCc1ccccc1	-16%	2%	13	0%	0%	-2	43%	-1%	1	-4
Cc1nc2c(O)c3c(c(O)c2nc1C)C1C=CC3CC1	·	·	-12	-2%	·	·	0%	·	2	·
Cc1ccc2nc(N(CCCN(C)C)C(=O)CCc3ccccc3)sc2c1	9%	0%	8	-2%	1%	4	30%	2%	-29	-4
Cc1ccccc1N(C)C(=O)c1coc(=O)c2ccccc12	4%	-2%	-6	8%	·	3	22%	-3%	-15	7
Cc1ccsc1C(=O)N(C)CC(=O)N(CC(C)C)c1c(N)n(CC(C)C)c(=O)[nH]c1=O	·	·	-6	1%	-5%	·	-9%	·	-8	0
CC(=O)Nc1ccc(S(=O)(=O)NC2CC(=O)N(c3ccc(C)cc3)C2)cc1 (stereo not drawn)	·	·	-1	1%	1%	·	-5%	·	-35	-5
CCCn1c(=S)[nH]c2cc(OC)c(OC)cc2c1=O	1%	1%	9	-3%	·	1	1%	4%	16	-3
COc1ccccc1N1CCN(C(=O)c2oc3ccc(F)cc3c2C)CC1	0%	-3%	-11	·	0%	3	1%	3%	-5	12
CC(C)CC(=O)/C(=C/c1ccc(N(C)C)cc1)n1cncn1	?	-5%	-2	-5%	-3%	-2	-18%	24%	-19	11
O=C(O/N=C1/CCSc2ccccc21)c1ccc(F)cc1	11%	1%	-21	2%	1%	-3	?	-6%	-5	14
Cc1onc(-c2ccccc2Cl)c1C(=O)OCN1C(=O)c2ccccc2C1=O	3%	4%	7	0%	5%	-1	1%	-4%	7	18
CCC(C)Cn1cnc2c(Sc3c([N+](=O)[O-])ncn3C)nc(N)nc21 (stereo not drawn)	·	·	0	-1%	·	·	-55%[inhibitor]	·	3	·
Clc1ccc2[nH]c3c(c2c1)CNCC3	5%	3%	-8	-5%	-11%	-3	1%	-6%	0	-2
CN(C)c1nc(N)nc(Cn2nnc(-c3ccc(C(F)(F)F)cc3)n2)n1	-2%	-1%	7	0%	-6%	1	9%	-9%	-2	-3
CN(C)c1ccc(C(=O)N2CCCC(CCC(=O)N3CCN(c4ccccn4)CC3)C2)cc1 (stereo not drawn)	-5%	3%	4	1%	-5%	·	-1%	-2%	-7	3
CC(C)CCn1c(N2CCN(Cc3ccccc3)CC2)nc2c1c(=O)[nH]c(=O)n2C	17%	-1%	·	·	-3%	3	·	-7%	·	6
O=C(CN1C(=O)C2(OCCCO2)c2ccccc21)NCc1ccccc1	2%	-1%	-1	3%	1%	2	22%	-9%	7	15
C[C@H](CO)N1C[C@H](C)[C@@H](CN(C)C(=O)Nc2ccc(C(F)(F)F)cc2)Oc2c(cccc2N(C)C)C1=O	·	·	-17	-1%	0%	·	-21%	·	-7	·
CC(NC(=O)CSc1nc2ccccc2c(=O)[nH]1)c1ccccc1 (stereo not drawn)	4%	-4%	-2	-1%	3%	1	-12%	9%	-3	1
CCCCN(CC)CCNC(=O)c1cc2cc3ccc(Cl)cc3nc2o1	8%	-3%	15	-10%	5%	-1	-23%	?	-25	1
COc1cc2c(O)cc(C(=O)O)c(-c3cc(OC)c(OC)c(OC)c3)c2cc1OC	·	·	5	34%[activator]	·	·	12%	·	7	·
c1ccc([C@H]2CN3CCSC3=N2)cc1	3%	·	-18	-1%	4%	·	·	·	3	-3
CC(=O)c1c(N2CCOCC2)nc(=S)n(-c2ccccc2)c1C	-15%	-1%	5	0%	0%	-2	2%	-6%	-5	1
O=C(N/N=C\c1cccnc1)c1ccc(Br)s1	0%	3%	0	-1%	-5%	0	6%	18%	·	?
CC1=C(C(=O)OCc2ccccc2)C(c2ccc3ccccc3c2)NC(=O)N1CCCC(=O)O (stereo not drawn)	-16%	·	9	8%	2%	8	37%	-6%	-8	-2
CCC(C)(C)NC(=O)CN(C(=O)C(=O)Nc1ccc2c(c1)OCCO2)N1CCOCC1	-7%	17%	-7	1%	0%	0	26%	-4%	-23	0
CCCCN(C(=O)CSc1nnc2ccccn12)c1c(N)n(Cc2ccccc2)c(=O)[nH]c1=O	12%	0%	-2	3%	18%	-4	39%	-9%	16	-4
O=C(CN1CCN(CC(=O)Nc2ccc(F)cc2)CC1)NCC1(N2CCOCC2)CCCCC1	·	·	13	4%	-7%	·	0%	·	-10	2
COc1cc(Cl)ccc1OCc1cc(C(=O)NCc2cc(C(C)C)no2)no1	3%	2%	-3	3%	9%	·	3%	3%	-4	8
O=C(Nc1sc2c(c1C(=O)NCc1ccco1)CCCC2)c1ccc2c(c1)OCO2	8%	0%	-6	26%	-3%	-4	23%	11%	-8	0
O=c1nc2scc(-c3ccccc3)n2c2ccccc12	-4%	7%	-37	2%	17%	1	29%	173%[activator]	3	3
O=C(CCC(=O)n1ncc2ccccc21)NCc1ccccc1Cl	·	·	-6	-4%	-4%	0	-4%	6%	-11	-2
NCCNC(=O)Cc1cccc(NC(=O)Cc2ccc(Nc3ncnc4c3ncn4[C@@H]3O[C@H](CO)[C@@H](O)[C@H]3O)cc2)c1	-2%	3%	3	1%	-57%[inhibitor]	6	·	-4%	-33	-3
CC(=O)Nc1ccc2nc(N)sc2c1	·	·	-3	0%	·	·	4%	·	-8	·
CCn1cc(C(=O)N(CCCN2CCOCC2)Cc2ccco2)c(=O)c2ccc(C)nc21	-2%	1%	-8	5%	-7%	4	0%	3%	·	2
Cc1ccc(SCc2ccc(C(=O)Nc3cccc([N+](=O)[O-])c3C)cc2)cc1	12%	-1%	5	-5%	-8%	·	15%	-5%	-25	8
Cc1cc(NC(=S)Nc2ccccc2)ccc1Br	6%	0%	1	-1%	2%	·	-1%	-15%	8	-1
CCOc1nc2cnccc2n(CC(=O)Nc2cccc(C)c2C)c1=O	3%	-1%	10	318%[activator]	2%	·	-26%	1%	-1	0
CC(C)C(C)(C#N)NC(=O)CSc1ncnc2sc(-c3ccccc3)cc12 (stereo not drawn)	9%	-2%	-1	-12%	23%	-1	-10%	?	0	11
O=C(O)c1ccccc1-n1ncc2c1/C(=C/c1ccc(Cl)cc1)CC2	19%	-5%	·	·	1%	7	·	·	·	·
CN(C)S(=O)(=O)c1ccc(S(=O)(=O)N(CC(=O)Nc2ccccc2)Cc2ccco2)cc1	-3%	0%	-5	1%	·	5	-20%	-9%	2	2
CCCCN(C(=O)c1ccc(-c2ccc(Cl)cc2)o1)c1c(N)n(CCC)c(=O)[nH]c1=O	·	·	6	18%	10%	·	-26%	·	8	2

Compound activity as filed in PubChem.
